BAP1 inh: blocks human BAP1 ubiquitin-AMC hydrolysis; recombinant BAP1, Ub-AMC hydrolysis fluorescence kinetic; hits give low values; activity remaining (% of control), % at 20 µM; Q92560; 72,000 compounds, 0.48% hits;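 active means activity remaining at or below 50% of control, provided the compound also passes the data quality filters; inactive means the rest, including low values that fail the filters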;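 further: 100% = DMSO wells rate and 0% = substrate alone blank rate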
Target sequence (Q92560 whole entry, looked up): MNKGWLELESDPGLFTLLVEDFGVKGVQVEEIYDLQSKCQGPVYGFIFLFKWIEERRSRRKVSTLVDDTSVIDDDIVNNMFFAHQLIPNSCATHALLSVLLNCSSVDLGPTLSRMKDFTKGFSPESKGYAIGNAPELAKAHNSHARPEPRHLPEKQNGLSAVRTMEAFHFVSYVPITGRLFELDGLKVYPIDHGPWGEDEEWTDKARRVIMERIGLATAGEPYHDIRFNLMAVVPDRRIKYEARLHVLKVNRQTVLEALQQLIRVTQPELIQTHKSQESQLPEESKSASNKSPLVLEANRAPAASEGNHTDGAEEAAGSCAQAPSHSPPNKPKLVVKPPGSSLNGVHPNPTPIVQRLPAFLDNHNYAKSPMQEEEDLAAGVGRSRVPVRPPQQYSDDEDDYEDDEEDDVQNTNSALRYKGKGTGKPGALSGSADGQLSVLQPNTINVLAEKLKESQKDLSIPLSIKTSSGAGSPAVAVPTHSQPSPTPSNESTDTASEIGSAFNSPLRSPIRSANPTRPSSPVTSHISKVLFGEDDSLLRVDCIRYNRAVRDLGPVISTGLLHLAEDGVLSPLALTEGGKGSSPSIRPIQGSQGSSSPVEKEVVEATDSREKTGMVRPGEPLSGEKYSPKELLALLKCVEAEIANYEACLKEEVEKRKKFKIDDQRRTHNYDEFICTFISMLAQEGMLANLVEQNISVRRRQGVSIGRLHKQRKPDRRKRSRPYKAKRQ
HePTP inh: blocks human HePTP tyrosine phosphatase | P35236 | recombinant HePTP phosphatase activity, OD absorbance | inhibition, % at 20 µM | 110,000 compounds, 0.64% hits | AID 521; in the data active means inhibition above about 50%;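 further: plate controls were vehicle for no effect and reference inhibitor for full effect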
Target sequence (P35236 whole entry, looked up): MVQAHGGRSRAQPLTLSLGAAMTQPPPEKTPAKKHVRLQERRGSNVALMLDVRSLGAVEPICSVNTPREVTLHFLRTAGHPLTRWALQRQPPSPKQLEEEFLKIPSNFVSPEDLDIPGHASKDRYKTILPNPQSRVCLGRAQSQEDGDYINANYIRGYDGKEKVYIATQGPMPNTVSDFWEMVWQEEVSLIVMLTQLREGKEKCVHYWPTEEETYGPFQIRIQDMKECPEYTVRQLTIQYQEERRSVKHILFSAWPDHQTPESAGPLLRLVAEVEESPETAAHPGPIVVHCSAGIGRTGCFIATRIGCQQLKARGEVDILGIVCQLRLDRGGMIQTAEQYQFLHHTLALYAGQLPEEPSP
* hit, by the source's call; . = no result given; & = joins results of further samples.

SMILES | BAP1 inh | HePTP inh
COc1ccc(S(=O)(=O)Nc2cc3c(C(C)=O)c(C)oc3c3ccccc23)cc1 | . | -3.0
O=S(=O)(NCCO)c1ccc2c(c1)C(=NO)c1cc(S(=O)(=O)NCCO)ccc1-2 | . | -1.1
CCOC(=O)Nc1sc2c(c1C(=O)OCC)CCC(CC)C2 (stereo not drawn) | . | 9.2
CC(=O)N(C)c1ccc(NC(=S)Nc2ccccc2)cc1 | . | -11.1
Cc1cc2c(cc1C)/C(=C\C(N)=O)NC(C)(C)C2 | 80.1 | 1.5
COc1cc(C(=O)Nc2nc3c(s2)CC(C)CC3)cc(OC)c1OC (stereo not drawn) | 54.5 | .
CCN1C(=O)CC(N2CCN(c3ccc(Cl)cc3)CC2)C1=O (stereo not drawn) | 90.8 | 6.6&-18.0
CCCCC(CC)C(=O)Nc1ccc(Cl)cn1 (stereo not drawn) | 73.6 | 5.2
O=C(Nc1ccccn1)c1cccc(S(=O)(=O)N2CCOCC2)c1 | 92.5 | 5.6
CC(=O)c1ccc(S(=O)(=O)NCc2cccnc2)cc1 | . | -8.0
CCOC(=O)c1oc2c(O)c(O)ccc2c(=O)c1-c1nncn1-c1ccccc1 | 133.1 | 3.0
O=C(CN(C(=O)CCC(=O)Nc1nccs1)c1ccc(F)cc1)NCC1CCCO1 (stereo not drawn) | 113.2 | -1.1
COCN(C#N)c1nc(OC)nc(OC)n1 | 94.8 | -1.1
COc1cc(NC(=O)c2ccccc2C)c(OC)cc1NC(C)=O | . | -5.8
O=C(Nc1ccccc1F)C1CC(=O)N(c2cccc([N+](=O)[O-])c2)C1 (stereo not drawn) | . | 5.2
CCN1CCN(c2oc(COc3ccc(-c4ccccc4)cc3)nc2C#N)CC1 | 101.5 | -6.1
CCOC(=O)C(Cc1c[nH]c2ccccc12)NC(=O)c1ccco1 (stereo not drawn) | 96.0 | -2.1
NC(=O)c1ccccc1NC(=O)c1ccccc1CCc1ccccc1 | 71.8 | .
COc1ccccc1NCN1C(=O)S/C(=C/c2ccc(OC)c(OC)c2)C1=O | . | -23.8
N#Cc1cccc(NC(=O)Nc2cccs2)c1 | 97.1 | 4.2
Nc1nc2ccc3c(c2s1)CCCC3 | . | 10.1
Cc1ccc(C)c(NS(=O)(=O)c2cc(C(N)=O)ccc2C)c1 | 86.5 | -1.8
COc1cc2c(cc1OC)/C(=C/C#N)NC(C)(C)C2 | 96.5 | 3.6
c1ccc(OCC2=NNC(COc3ccccc3)=NN2)cc1 | . | 2.7
O=C(/C=C/c1ccc(O)c(O)c1)OCCc1ccccc1 | 84.2 | .

Next part.
SMILES | BAP1 inh | HePTP inh
Cc1cc(N2CCN(C(=O)c3ccco3)CC2)n2ncc(-c3ccccc3)c2n1 | 85.6 | 13.2
Cc1ccc(NC(=O)Cn2cccc2)cc1Cl | 79.5 | 7.7
COc1ccc(C2CC(=O)C3=C(C2)Nc2ccccc2NC3c2ccc(C(C)C)cc2)cc1 (stereo not drawn) | . | -6.9
O=C(CSc1nc(-c2ccccc2)cc(=O)[nH]1)Nc1ccccn1 | 88.4 | 3.7
CCCCN(CC)C(=O)C1CCC(=O)N(c2ccc(OC)cc2)C1c1ccc(OC)c(OC)c1 (stereo not drawn) | . | 7.8
CCCN(CCC)S(=O)(=O)c1ccc(C(=O)NCc2ccc3c(c2)OCO3)cc1 | 89.7 | -6.3
COc1cc(-c2nnc(SCC(=O)Nc3cc(C)on3)n2C)cc(OC)c1O | 104.8 | 1.3
O=C1Nc2ccc(Br)c3cccc1c23 | . | 3.4
CCOC(=O)c1c(NC(=O)C2C3C=CC(C3)C2C(=O)O)sc2c1CCC(C(C)(C)C)C2 (stereo not drawn) | . | -1.1
Cc1c(NC(=O)c2ccc(CN(c3ccccc3)S(C)(=O)=O)cc2)c(=O)n(-c2ccccc2)n1C | . | 2.1
Cn1cnc2cc(NS(=O)(=O)c3ccc(Br)cc3)ccc21 | 63.5 | 9.9
CCN(CC)C(=O)CN(c1cccc(C(F)(F)F)c1)S(C)(=O)=O | . | 5.3
CCc1nnc(NC(=O)CSc2nnc(C)n2CC2CCCO2)s1 (stereo not drawn) | 100.0 | 4.2
O=P(CN1CCCCC1)(c1ccccc1)c1ccccc1 | . | -2.3
O=C(Nc1ccc(Cl)cc1)Nc1nnc(Cc2ccc(Cl)cc2)s1 | . | 2.1
Cc1ccccc1N1CCN(Cc2cccc(C(=O)O)c2)CC1 | 97.4 | -2.8
Cc1ccc(C(=O)Nc2ccccc2C(=O)NC(C)C(=O)O)cc1 (stereo not drawn) | . | 6.0
COc1ccccc1CNc1cc(C)ccc1OC | . | 4.2
CCOC(=O)c1c(NC(=O)c2cc(OC)c(OC)c(OC)c2)sc(C)c1C | . | 2.0
COc1ccc(-c2cc(C(=O)NCC(C)C)no2)cc1 | 79.9 | 5.9
CC(C)C(c1nnnn1CC1CCCO1)N1CCN(Cc2ccc3c(c2)OCO3)CC1 (stereo not drawn) | 93.9 | 7.3
COC(=O)CSc1nnc(C2COc3ccccc3O2)n1-c1ccccc1 (stereo not drawn) | 100.8 | 5.5
CCOC(=O)c1c(C)nc2c(C#N)cnn2c1C | 106.7 | 5.2
Cc1cc(C)nc(N2CCC(CNC(=O)CCc3ccccc3)CC2)n1 | 95.4 | -3.0
C[N+]1(CCOS(=O)C23CC4CC(CC(C4)C2)C3)CCOCC1 (stereo not drawn) | 100.8 | 1.1

Given as tab-separated lines: entries from further up.
compound	BAP1 inh	HePTP inh
O=C(Nc1ccc(Cl)cc1)Nc1nnc(Cc2ccc(Cl)cc2)s1	.	2.1
CCN(CC)C(=O)CN(c1cccc(C(F)(F)F)c1)S(C)(=O)=O	.	5.3
O=C(CSc1nc(-c2ccccc2)cc(=O)[nH]1)Nc1ccccn1	88.4	3.7
Cn1cnc2cc(NS(=O)(=O)c3ccc(Br)cc3)ccc21	63.5	9.9
COc1ccc(-c2cc(C(=O)NCC(C)C)no2)cc1	79.9	5.9
C[N+]1(CCOS(=O)C23CC4CC(CC(C4)C2)C3)CCOCC1 (stereo not drawn)	100.8	1.1

More results
SMILES | BAP1 inh | HePTP inh
Cc1ccc(C)c(S(=O)(=O)N2CCC(c3nc4c(nnn4Cc4ccc(F)cc4)c(=O)[nH]3)CC2)c1 | 30.1* | -2.5
COc1ccc(-c2ccc(=O)[nH]n2)cc1 | 102.2 | 6.8
COc1ccc(Cc2nnc(NC(=O)Nc3ccc(Cl)cc3)s2)cc1OC | 136.4 | .
CCOc1ccccc1C(=O)Nc1ccccc1O | 69.5 | 4.6
CCOC(=O)C1=C(O)/C(=C/c2ccc(N(C)C)cc2)N=C1C | . | 6.8
COc1cc(C(=O)Oc2ccc3c(C)cc(=O)oc3c2C(C)=O)cc(OC)c1OC | . | 10.8
COc1cc(C(=O)NC(NC(=S)Nc2ccc(F)cc2)C(Cl)(Cl)Cl)cc(OC)c1OC (stereo not drawn) | . | -3.0
Cc1ccc(NC(=O)c2ccccc2C(F)(F)F)c(C)c1 | . | -0.7
COc1ccc(C(c2nnnn2C2CCCC2)N2CCC(C)CC2)cc1 (stereo not drawn) | 76.3 | 8.1
COc1ccc(CC(=O)Nc2ccc(C)c(C)c2)cc1OC | . | 5.9
Cc1cc(C)cc(OCC(=O)N2CCCCCC2)c1 | 70.9 | 5.3
CCCC(=O)Nc1cccc(NC(=O)c2cc([N+](=O)[O-])ccc2Br)c1 | . | 3.5
Cc1cc(C)n2c(SCc3ccc(C#N)cc3)nnc2n1 | 88.4 | 8.6
NC(=O)CSc1nnc(C2CC2)n1Cc1ccccc1 | 93.1 | 1.4
O=C(O)c1cnn2c1NC(c1ccc3c(c1)OCO3)CC2C(F)(F)F (stereo not drawn) | . | -5.1
Cc1ccccc1NC(=O)CC1SC(N)=NC1=O (stereo not drawn) | . | 4.6
Cc1cc(/C=C2/NC(=S)NC2=O)c(C)n1-c1ccc(C(C)(C)C)cc1 | . | 7.3
COc1ccc(C2C(CC(=O)O)=C(O)C(=O)N2c2ccccc2)cc1 (stereo not drawn) | 71.0 | 5.2
CCOc1ccc(-c2cc(CCCC(=O)NCc3ccco3)no2)cc1 | 96.7 | 1.3
Cc1cc(/C=C2/SC(=O)NC2=O)c(C)n1C | . | 0.5
O=C1CCC(c2ccc(-n3ccnc3)cc2)=NN1 | 99.2 | .
Cc1cccc(-c2nc(C#N)c(N3CCCCCC3)o2)c1 | . | -2.2
CCn1ccnc1C(O)(c1ccccc1)c1ccc(C)cc1 (stereo not drawn) | . | 10.9
CC(C)(C)C1CCc2onc(C(=O)Nc3cnn(Cc4ccc(F)cc4)c3)c2C1 (stereo not drawn) | 100.0 | 9.1
O=C(/C=C/c1ccc(-c2ccccc2[N+](=O)[O-])o1)c1ccc(F)cc1 | . | 0.6

Complete entries from above:
COc1ccc(Cc2nnc(NC(=O)Nc3ccc(Cl)cc3)s2)cc1OC reads BAP1 inh = 136.4; HePTP inh = .
CCOc1ccc(-c2cc(CCCC(=O)NCc3ccco3)no2)cc1 reads BAP1 inh = 96.7; HePTP inh = 1.3

Additional results.
SMILES | BAP1 inh | HePTP inh
CC(=O)Nc1ccc(NS(=O)(=O)c2cn(C)c(=O)n(C)c2=O)cc1 | 102.8 | 2.8
O=C(Nc1ncnc2c1CCC2)C12CC3CC(CC(C3)C1)C2 | 97.7 | -7.3
O=C(Nc1c(F)c(F)c(F)c(F)c1F)c1ccccc1F | . | 2.2
Cc1ccc2cc(C(c3nnnn3C3CCCC3)N3CCN(c4ccccc4)CC3)c(=O)[nH]c2c1 (stereo not drawn) | 64.0 | 7.9
COc1ccc(/C=C(/C#N)c2cccnc2)cc1OC | 129.6 | 4.0
COc1ccc(CC(=O)Nc2c3c(nn2-c2cccc(C)c2C)CS(=O)(=O)C3)cc1 | 102.0 | -6.0
CCc1ccc(C(=O)N2CCCC2)s1 | 115.1 | -7.9
CC(=O)c1ccc(/C=C2\SC(=S)N(C)C2=O)o1 | . | 7.5
CCOc1cccc(C(=O)Nc2ccc3ccccc3c2)c1 | . | -7.4
CCN(CC)c1ccc2c(Cl)c(Br)c(=O)oc2c1 | . | 4.7
Cn1cc(Cl)c(C(=O)NC2CCCCCC2)n1 | 96.8 | 10.9
Cc1cc(C)c2nc(SCCC#N)nc(C)c2c1 | 105.1 | 3.3
C=CCNC(=O)C1CCN(S(=O)(=O)c2ccc(Br)cc2)CC1 | 100.6 | -6.3
N#C/C(=C\c1ccc(-c2ccc(Br)cc2)o1)C(=O)N1CCCCC1 | . | 7.6
Nc1nnc(SCC(=O)Nc2ccc3c(c2)oc2ccccc23)s1 | . | 2.5
CCn1c(=O)cc(SCC(=O)Nc2cccnc2)c2ccccc21 | 92.7 | 1.9
COc1ccc(C2C(C(=O)OC(C)C)C(=O)CC(C)(O)C2C(=O)OC(C)C)cc1 (stereo not drawn) | . | 2.1
OC1CCN(c2c3c(nc4cc(-c5cccc(F)c5)nn24)CCCC3)CC1 | . | 11.8
Cc1nn(-c2ccccc2)c2c1C(=O)NC(=O)C(C)(C)C2 | 93.5 | 8.5
Cc1ccc(-n2[nH]c(=O)c(/C=C3\C=Nc4ccccc43)c2O)cc1Cl | . | 6.3
COc1ccc(CC(=O)Nc2cccc(-c3nnc(-c4ccco4)o3)c2)cc1 | 116.8 | 4.2
COc1ccc(COC(=O)C2=C(C)NC3=C(C(=O)CCC3)C2c2cccc3ccccc23)cc1 (stereo not drawn) | . | 3.3
CCOc1ccccc1OCCOc1ccc(Cl)c(CC)c1 | . | 5.7
FC(F)(F)c1cc(-c2ccccc2)nc(NCC2CCCO2)n1 (stereo not drawn) | . | 6.2
CCC(=O)N1c2ccc(OC)cc2C(=C2SC(C(=O)OC)=C(C(=O)OC)S2)C(=S)C1(C)C | . | 23.5

Continued.
SMILES | BAP1 inh | HePTP inh
Cc1nnc(SCC(=O)c2ccc(Cl)cc2Cl)s1 | . | -0.3
COc1cc(C)nc(NS(=O)(=O)c2ccccc2)n1 | 59.5 | 9.5
COCCCNC(=O)C1CCCN(C(=O)Nc2ccc(OC)cc2)C1 (stereo not drawn) | 91.2 | 9.2
C=CCSc1nnc(Cc2c(C)[nH]c3ccccc23)o1 | 92.2 | 5.6
CC(C)C(C(=O)Nc1cccnc1)N1C(=O)c2ccccc2C1=O (stereo not drawn) | 99.4 | -4.5
COC(=O)c1[nH]c2cc(OC)c(OC)cc2c1NC(=O)CN1CCN(Cc2ccccc2)CC1 | . | 3.0
CC(C)N(CCC#N)S(=O)(=O)c1ccc([N+](=O)[O-])cc1 | 56.8 | .
Cc1csc(=Nc2ccc(S(=O)(=O)N3CCOCC3)cc2)n1Cc1ccco1 | 72.5 | 4.0
COc1ccc(NC(=O)c2cc(=O)c3ccccc3o2)cc1 | 66.1 | .
Cc1ccc(/C=N/N=C(c2ccccc2)c2ccccc2)o1 | . | -2.3
CC(=O)N1CCN(c2ccc(NC(=O)c3cccc(Cl)c3)cc2)CC1 | . | 2.8
O=C(c1cccc(OC(F)F)c1)N1CCN(c2ncccn2)CC1 | 109.1 | 8.7
Cc1ccc(-n2nc3cc(C)c(NC(=O)c4cccnc4)cc3n2)cc1 | 95.7 | 4.4
O=C(Nc1cccc([N+](=O)[O-])c1)c1ccc(Br)c(S(=O)(=O)N2CCC(C(=O)O)CC2)c1 | 134.0 | .
CC(=O)c1cc(C#N)c(SCC(=O)OC(C)(C)C)nc1C | 69.1 | 7.0
CCOC(=O)c1ccc(NC(=O)NC2CCN(CC(=O)NCc3ccc4c(c3)OCO4)CC2)cc1 | 64.1 | 0.5
CCCOc1ccc(C2C(C#N)=C(N)Oc3nc[nH]c(=O)c32)cc1OC (stereo not drawn) | 114.1 | -2.3
CCOc1ccc(S(=O)(=O)n2ccnc2)c2ccccc12 | 86.1 | -15.2
Cc1cccc(NC(=O)CN(C)S(=O)(=O)c2ccc(Cl)cc2)n1 | 71.1 | -5.0
CCOC(=O)c1cnc(-n2nc(C)cc2C)nc1Nc1ccc(N(C)C)cc1 | 87.2 | 4.4
COc1ccc(NC(=O)c2ccc(Cl)cc2)c2ncccc12 | . | 4.2
CCN(CC)S(=O)(=O)c1csc(C(=O)NC2CCCCC2)c1 | 94.6 | 24.3

Screening data as filed in PubChem BioAssay.
